NS3 helicase inh: blocks Hepatitis C virus NS3 helicase unwinding | inhibition, % at 10.9 µM | 290,000 tested, 0.56% active | NS3 helicase DNA unwinding, Cy5 molecular beacon fluorescence;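 active = inhibition above the mean of all tested compounds plus 3 SD, set per campaign, cut at about 35% in these data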;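 note: 0% = DMSO wells and 100% = thioflavine S control wells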
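Assay system: hepatitis C virus NS3 helicase domain fragment enzyme. Also added: annealed dual-labelled DNA beacon duplex, ATP-started. Timing: 1 h reaction at 25 °C, ATP-initiated. Technique: Cy5 fluorescence at 0 and 60 min, beacon hairpin quenching. Evaluation: % inhibition of unwinding. Replication: one well per compound.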
SUMO HTRF inh: SUMOylation inhibition; inhibition, % at 35 µM; 290,000 tested, 0.36% active; P63279; HTRF SUMOylation assay, SAE1/SAE2 + UBC9, in vitro; AID 2006; in the data active = inhibition above about 50%, passing the limit was not always enough; note: strong numbers were not always called active
FID counter: fluorescent intercalator displacement, NS3 helicase counter-screen | DNA fluorescent intercalator displacement, fluorescence | inhibition, % at 7.9 µM | 290,000 tested, 0.17% active | AID 1845; in the data active = inhibition above about 37%;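 note: 0% = vehicle and 100% = reference compound; higher means more ethidium bromide displaced from hairpin DNA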
IMP-1 inhibitor: inhibitors of Pseudomonas aeruginosa IMP-1 metallo-beta-lactamase. purified IMP-1, nitrocefin hydrolysis, epi-absorbance fluorescence. inhibition, % at 5.6 µM. 290,000 tested, 0.45% active. AID 1556;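 active = inhibition above the mean plus 3 SD of all compounds in the same screening run, cut at about 4.5% in these data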;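 note: 0% = IMP-1 with DMSO and 100% = DMSO wells lacking enzyme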
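System: purified IMP-1; amount: IMP-1 0.2 nM before substrate addition; compound: single dose, 5.6 µM; times: 25 °C, 15 min preincubation, 25 min reaction; signal: Epi-absorbance via hydrolysed-nitrocefin quenching of white-plate fluorescence, 480/530 nm, EDTA stop; benchmarks: DMSO with and without IMP-1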
pCIP destab: lowers stability of the mouse p/CIP coactivator protein; F442A p/CIP-EGFP cells, EGFP fluorescence, 16 h; decrease of EGFP signal, % at 10 µM; 290,000 tested, 0.01% active; AID 1984;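 active = EGFP signal decrease of at least 30% at 10 µM or well 3 SD below plate mean, unless failing retest; inactive = the rest, including hits failing retest or dose response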; note: some compounds called inactive have numbers as strong as hits; many of its hits are not listed in these tables
Target sequence (Q05BA5 1-1403): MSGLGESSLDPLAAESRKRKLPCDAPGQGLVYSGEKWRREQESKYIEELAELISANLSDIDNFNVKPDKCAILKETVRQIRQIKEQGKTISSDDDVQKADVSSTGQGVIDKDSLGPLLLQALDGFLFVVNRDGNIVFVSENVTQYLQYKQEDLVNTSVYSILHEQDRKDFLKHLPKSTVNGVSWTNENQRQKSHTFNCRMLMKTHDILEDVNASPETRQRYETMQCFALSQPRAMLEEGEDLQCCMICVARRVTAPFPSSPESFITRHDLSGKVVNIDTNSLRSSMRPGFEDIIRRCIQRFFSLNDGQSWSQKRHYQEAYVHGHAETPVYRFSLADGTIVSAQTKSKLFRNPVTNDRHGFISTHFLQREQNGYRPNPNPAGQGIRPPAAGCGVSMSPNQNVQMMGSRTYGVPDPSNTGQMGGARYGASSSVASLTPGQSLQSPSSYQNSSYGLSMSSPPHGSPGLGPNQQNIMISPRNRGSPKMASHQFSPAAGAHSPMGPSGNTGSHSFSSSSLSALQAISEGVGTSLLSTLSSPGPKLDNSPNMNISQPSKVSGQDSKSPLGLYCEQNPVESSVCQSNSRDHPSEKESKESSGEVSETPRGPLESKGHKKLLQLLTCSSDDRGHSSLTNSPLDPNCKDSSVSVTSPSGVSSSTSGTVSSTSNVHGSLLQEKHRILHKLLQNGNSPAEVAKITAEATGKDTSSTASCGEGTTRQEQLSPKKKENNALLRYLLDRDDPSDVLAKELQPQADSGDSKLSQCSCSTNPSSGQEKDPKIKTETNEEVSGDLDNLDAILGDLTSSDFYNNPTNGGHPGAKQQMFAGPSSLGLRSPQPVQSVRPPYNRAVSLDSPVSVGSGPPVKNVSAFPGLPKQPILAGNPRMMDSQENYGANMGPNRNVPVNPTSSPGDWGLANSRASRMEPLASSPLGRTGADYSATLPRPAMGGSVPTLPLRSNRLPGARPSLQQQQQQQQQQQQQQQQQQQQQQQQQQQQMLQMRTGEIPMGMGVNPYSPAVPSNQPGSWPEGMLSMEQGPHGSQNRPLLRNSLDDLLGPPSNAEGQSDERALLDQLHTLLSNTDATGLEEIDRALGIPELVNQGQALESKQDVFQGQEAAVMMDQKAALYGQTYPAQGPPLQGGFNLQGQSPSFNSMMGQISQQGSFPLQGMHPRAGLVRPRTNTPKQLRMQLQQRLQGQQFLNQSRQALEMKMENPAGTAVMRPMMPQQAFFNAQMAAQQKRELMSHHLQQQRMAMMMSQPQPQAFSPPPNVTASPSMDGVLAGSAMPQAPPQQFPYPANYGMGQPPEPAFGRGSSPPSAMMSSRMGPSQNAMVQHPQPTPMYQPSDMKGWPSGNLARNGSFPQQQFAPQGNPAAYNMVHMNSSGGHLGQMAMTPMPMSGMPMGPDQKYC
IDE cell activ: activators of human insulin-degrading enzyme in cells; P14735; HEK cells, FAbeta-B cleavage, fluorescence polarization; 0% vehicle, 100% cell-free pure enzyme wells; activation, % at 5.96 µM; 340,000 tested, 0.073% active;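 active = activation above the mean of all tested compounds plus 3 SD, set per screening campaign, cut at about 17% in these data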
VIM-2 inhibitor: inhibitors of Pseudomonas aeruginosa VIM-2 metallo-beta-lactamase; purified VIM-2, nitrocefin hydrolysis, epi-absorbance fluorescence; 290,000 tested, 0.89% active; inhibition, % at 5.6 µM; AID 1527;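 active = inhibition above the mean of all tested compounds plus 3 SD, cutoff set per screening run, cut at about 7.5% in these data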;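 note: red hydrolysis product quenches plate fluorescence so inhibitors raise well fluorescence; 0% = enzyme with DMSO and 100% = DMSO without enzyme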
M18AAP inhibitor: PfM18AAP enzyme inhibition. recombinant PfM18AAP, H-Glu-NHMec fluorogenic cleavage. inhibition, % at 7.35 µM. 290,000 tested, 1.2% active. AID 1822;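 active = inhibition above the campaign mean inhibition over all tested compounds plus 3 SD, cut at about 28% in these data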;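 note: 0% = plate median of test compound wells and 100% = 2 mM ZnCl2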
IDE inh: cellular human IDE inhibition. P14735. HEK cells, FAbetaB cleavage, fluorescence polarization. inhibition, % at 5.59 µM. 320,000 tested, 0.41% active;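 active = percent inhibition above the average of all tested compounds plus 3 SD, set per screening campaign, cut at about 16% in these data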;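 note: IDE supplied by intact live HEK cells; FP after avidin binding of uncleaved biotin substrate so inhibition keeps polarization high; 0% = DMSO wells and 100% = 60 µM reference IDE inhibitor Ii1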
The depositor's hits bear a star; · = no result given.

Results follow in this order: NS3 helicase inh, SUMO HTRF inh, FID counter, IMP-1 inhibitor, pCIP destab, IDE cell activ, VIM-2 inhibitor, M18AAP inhibitor, IDE inh
COc1ccccc1CNC(=O)c1cc2c(=O)[nH]c3ccccc3c2n1C
 : 11.6, 21.3, -2.9, -1.1, -0.7, ·, -4.0, 1.1, 6.2
CC1CC(C)CN(S(=O)(=O)c2ccc(C(=O)N(c3ccccn3)C3CCCCC3)cc2)C1 (stereo unspecified)
 : 4.1, -1.6, -19.1, -2.5, -6.2, 2.9, -2.3, 5.1, 1.4
C/C(CCS(=O)(=O)c1ccccc1)=N/O
 : 5.4, -14.0, -0.3, -2.9, -37.3, -5.2, -0.5, 1.6, 3.2
COc1ccc(C(=O)Nc2ccccc2C(=O)Nc2ccccn2)cc1
 : 6.5, 3.0, -13.4, -4.4, -6.3, 4.3, -1.4, -1.7, 1.1
CCC(C)NS(=O)(=O)c1ccc(OCC(=O)Nc2ccc3c(c2)OCO3)cc1 (stereo unspecified)
 : 11.4, 3.3, -17.2, -2.0, -6.2, -0.7, -0.8, 10.3, 3.4
COc1ccc(S(=O)(=O)N2CCC(C(=O)N3CCCCC3)CC2)cc1Cl
 : -4.7, 15.0, -21.4, -1.5, -1.6, -5.7, 0.7, -3.8, 1.6
CC(NC(=O)c1cccc(Br)c1)c1ccccc1 (stereo unspecified)
 : -3.0, -14.4, -3.6, -1.6, -8.7, -0.2, -1.5, 1.4, -0.1
Cc1c(C(=O)N2CCN(c3ccccc3)CC2)sc2ncnc(N3CCN(c4ccccc4)CC3)c12
 : -2.2, ·, 1.1, -4.3, ·, ·, -3.8, -12.3, ·
O=C(N/N=C/c1ccco1)C(O)C(O)C(=O)N/N=C/c1ccco1 (stereo unspecified)
 : -2.9, 18.8, -5.8, -2.4, 0.0, 1.1, -0.5, 2.5, 0.4
CCOC(=O)N1CCN(c2cc(=O)n(C)c(=O)n2C)CC1
 : 9.2, 7.1, 0.7, -0.3, 1.6, ·, 1.6, 1.6, 4.8
Oc1c(N=Nc2ccccn2)ccc2ccccc12
 : -3.9, -147.8, 5.2, -5.7, -4.9, -9.1, -3.7, 9.4, 2.8
O=C(Cc1ccccc1)NCCc1cccc(Cl)c1
 : 0.9, 0.0, -7.2, -2.8, -11.6, 7.1, -1.4, -7.8, -1.5
Cc1occc1C(=O)N/N=C/c1ccc(OCc2ccccc2)cc1
 : 6.2, 4.2, -9.8, -2.8, -1.5, 0.1, -3.7, -1.2, 6.2
Cc1ccc(-n2c(SCc3nc4ccccc4c(=O)[nH]3)nnc2-c2ccccc2O)cc1
 : 3.8, -5.3, -29.7, -4.4, 5.7, 3.4, -9.9, 10.7, 2.4
O=C(CCCn1cc([N+](=O)[O-])cn1)NCc1ccccc1
 : 5.1, -1.6, 0.3, -3.8, 9.7, -1.1, -3.1, 5.1, 3.5
CC(C)CC(=O)Nc1ccc(S(=O)(=O)NCc2ccco2)cc1
 : -5.4, 14.0, -4.2, 1.8, -24.9, 1.3, -0.6, -5.0, 0.9
O=C(c1cc2c(=O)n3ccccc3nc2s1)N1CCOCC1
 : 0.7, 26.5, -10.9, -2.6, -9.2, 0.7, 0.1, 4.3, -6.0
Cc1ccc(NC(=O)CSc2nc3ccccc3c3nc(CCc4c(C)n[nH]c4C)nn23)cc1F
 : -4.4, -80.1, -7.4, -4.4, -13.8, 1.2, -2.7, -1.4, -1.8
O=C1c2cccc3cccc(c23)N1Cc1ccc(F)cc1
 : -5.3, 24.4, -10.6, -2.5, -30.8, 1.0, -0.5, 1.2, -2.4
Cc1ccc(-c2nc(N3CCN(C)CC3)c3ccccc3n2)cc1
 : -31.6, -13.9, 29.4, -2.4, -1.2, 0.7, -0.1, 3.2, 3.4
COC(=O)c1ccc(C(=O)OC)c(NC(=O)CN2CCN(c3ccc(OC)cc3)CC2)c1
 : -1.6, 20.1, -4.3, -0.7, -3.2, 4.0, -2.8, 4.3, 6.7
O=C(Nc1cccc2nsnc12)c1ccc2c(c1)OCO2
 : -8.2, 3.7, 0.2, -1.9, -3.6, 2.9, -3.7, -1.4, 7.0
COc1ccc(CCN2C(=O)NC(NC(=O)CCc3ccccc3)(C(F)(F)F)C2=O)cc1OC (stereo unspecified)
 : -2.7, 10.4, -26.9, -3.5, 1.1, 5.2, -0.7, -6.2, 5.7
CCOc1ccccc1N1CCN(C(=O)CNC(=O)c2ccccc2F)CC1
 : -7.8, 11.9, -34.3, -2.1, 4.5, 3.3, 2.0, -3.3, -0.8
Cc1cc(C(=O)COc2ccccc2C(N)=O)c(C)n1C1CC1
 : 1.9, 20.4, -11.2, -0.6, -5.2, 2.5, 1.3, 4.7, -5.9
Cc1cc(C(=O)Nn2c(-c3ccncc3)nc3ccccc3c2=O)ccc1[N+](=O)[O-]
 : 5.2, -8.5, -6.9, -1.8, -2.5, -1.2, -1.4, 3.7, 2.1
O=C(CSc1cccc[n+]1[O-])Nc1c(Br)cc([N+](=O)[O-])cc1Br
 : -6.5, 5.2, -0.3, -1.9, -1.0, 2.3, 0.0, -14.2, 1.4
O=C(Nc1cccnc1)c1c(O)c2cccc3c2n(c1=O)CC3
 : 9.0, 34.7, -2.8, -0.6, -11.6, 6.7, -3.7, 1.7, -0.7
Cn1c[n+](C)cc1/C=N/O
 : -0.4, -8.2, 3.2, 2.4, 9.8, 4.1, 0.9, -1.5, -0.6
COc1ccc(CCNC(=O)CCCNC(=O)Cn2cnc3sc(C)c(C)c3c2=O)cc1OC
 : -0.9, 17.2, -16.9, -2.8, -7.3, 1.9, -1.5, 6.8, -5.6
CCS(=O)(=O)N1N=C(c2cccc(NS(C)(=O)=O)c2)CC1c1ccccc1 (stereo unspecified)
 : 2.1, 6.5, -20.0, -3.7, -48.7, -6.7, -1.9, 9.3, 2.7
COc1ccc(NC(=O)CC2SC(=NCC3CCCO3)NC2=O)cc1 (stereo unspecified)
 : 20.0, -1.2, -5.2, -2.3, 2.1, 2.5, -3.3, -3.4, 1.7
Cc1ccc(-n2nnc(-c3nccs3)n2)cc1
 : -0.9, 3.4, -5.0, -2.0, -5.3, 1.2, -0.7, -2.8, 1.8
CCC(C)(C)NC(=O)C(c1ccc(F)cc1)N(Cc1ccco1)C(=O)CCC(=O)Nc1ccccn1 (stereo unspecified)
 : 2.7, 8.1, 2.0, -0.6, 1.0, 5.8, -2.4, 0.9, 2.8
COc1ccc(C(C(=O)NCC2CCCO2)N(C(=O)Cn2nnc3ccccc32)c2ccccc2C(C)=O)cc1OC (stereo unspecified)
 : 3.5, -0.9, -33.9, 0.0, -4.7, 4.6, -4.7, 2.5, -4.1
Cc1cccc(C)c1N1C(=O)c2cccc([N+](=O)[O-])c2C1=O
 : 3.9, -4.7, -6.7, 1.1, 8.5, 4.0, -0.7, 0.7, -3.0
COc1ccc(NC(=O)c2onc(C)c2Cl)cc1
 : 5.2, 24.3, -7.3, -3.7, -4.6, -1.6, -2.6, -16.5, 2.4
Cn1c(=O)c2c(SCC(=O)N3CCN(c4ccccc4)CC3)nc(C3CC3)nc2n(C)c1=O
 : 8.0, -1.9, -2.6, -2.9, 2.8, 5.9, -1.6, -1.3, 3.1
CN(C)S(=O)(=O)c1cccc(NC(=O)COC(=O)/C=C/c2ccc3c(c2)OCO3)c1
 : -1.7, 16.7, 0.3, -3.0, -0.1, -2.4, -3.9, -16.3, 2.9
CC(C)OCCCNc1ncc2c(n1)CC(c1cccs1)CC2=O (stereo unspecified)
 : 3.7, 12.6, -22.8, -2.2, -7.4, -3.3, -4.1, 11.4, 0.1

At a glance, 2 of the compounds above.
Results follow in this order: NS3 helicase inh, SUMO HTRF inh, FID counter, IMP-1 inhibitor, pCIP destab, IDE cell activ, VIM-2 inhibitor, M18AAP inhibitor, IDE inh
CCS(=O)(=O)N1N=C(c2cccc(NS(C)(=O)=O)c2)CC1c1ccccc1 (stereo unspecified)
 : 2.1, 6.5, -20.0, -3.7, -48.7, -6.7, -1.9, 9.3, 2.7
COc1ccc(NC(=O)CC2SC(=NCC3CCCO3)NC2=O)cc1 (stereo unspecified)
 : 20.0, -1.2, -5.2, -2.3, 2.1, 2.5, -3.3, -3.4, 1.7

Next section:
Results follow in this order: NS3 helicase inh, SUMO HTRF inh, FID counter, IMP-1 inhibitor, pCIP destab, IDE cell activ, VIM-2 inhibitor, M18AAP inhibitor, IDE inh
Cc1c(NC(=O)C2CCCCN2S(=O)(=O)c2ccc(Cl)cc2)c(=O)n(-c2ccccc2)n1C (stereo unspecified)
 : 11.7, -4.0, -24.5, -2.9, -3.5, 0.6, -6.7, -2.3, -0.6
CS(=O)(=O)c1ccc(Cl)c(NC(=O)COC(=O)c2ccc(F)cc2Cl)c1
 : -2.9, 25.6, -15.7, -1.3, -8.3, 4.2, 0.3, -8.1, -2.6
O=C(/C=C/c1ccccc1)NNC1=NS(=O)(=O)c2ccccc21
 : 8.0, 3.2, -2.8, -2.1, 0.3, 3.2, -4.4, 8.7, -0.2
O=C(Nc1ccccc1C(=O)Nc1ccccc1)c1ccco1
 : -6.1, 3.0, -18.6, -2.2, -7.3, 5.1, -3.2, 0.1, 1.9
CCOC(=O)C1=NN(c2ccccc2C)C2=NC(C)=C(C(=O)OC)C(c3cccs3)N12 (stereo unspecified)
 : -4.5, 4.4, -27.0, 1.6, -15.6, 3.7, -1.7, 2.4, 4.6
CCn1c(=O)cc(NC2=NCC(C)CN2c2cccc(Cl)c2)n(C)c1=O (stereo unspecified)
 : -3.0, 6.7, -3.2, -1.2, -11.0, -0.2, 2.6, -0.1, 3.1
N#Cc1ccc(OS(=O)(=O)c2ccc(-c3ccon3)s2)cc1
 : 11.2, 4.7, -12.1, -0.8, -19.2, 3.7, -3.4, 7.5, 4.2
COc1cccc(-c2csc(N3CCN(C(=O)Nc4ccccc4Cl)CC3)n2)c1
 : -7.5, -5.5, -7.7, -2.7, -10.6, 0.1, -3.9, 3.2, 1.9
CCn1c(COc2ccc(Cl)cc2)nnc1SCc1ccc(C#N)cc1
 : -4.3, -17.7, -31.0, -4.5, 1.0, -1.2, -3.1, -4.0, 2.1
Oc1ccc(Nc2nc(-c3cccs3)cs2)cc1
 : 15.5, 5.6, 7.2, -1.6, 10.0, 5.8, 1.3, 16.0, 1.3
CCOC(=O)c1ccc(-n2c(CN3CCC(C(N)=O)CC3)nc3ccc([N+](=O)[O-])cc3c2=O)cc1
 : -5.0, 8.5, -17.8, -2.1, -8.1, -2.8, -1.0, 0.0, -4.0
OC(COC(c1ccc(Cl)cc1)c1ccc(Cl)cc1)CN1CCN(c2ccccn2)CC1 (stereo unspecified)
 : -68.1, -37.4, 4.9, -0.8, -1.4, 7.5, -3.2, -2.9, -1.4
